SIAE inh = human SIAE inhibitors, primary screen, biochemical, fluorescence polarization, FP-Rh probe, 1536-well HTS. inhibition, % at 9.66 µM. hit rate 0.69% among 370,000. SIAE FP-Rh probe binding. AID 1053197, 2014;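 active = inhibition above a cutoff: mean of compounds within the control limits plus 3 SD of those, cut at about 17% in these data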;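 also: 0% = plate median of compound wells and 100% = probe without SIAE protein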
LEDGF integ inh = blockers of LEDGF/p75-dependent integrase strand transfer – biochemical, TR-FRET, high throughput, primary screen. inhibition, % at 3.7 µM. AID 743269, 2014. HIV-1 integrase (with human LEDGF/p75). TR-FRET IN-LEDGF/p75 DNA integration, Eu/Cy5. hit rate 0.64% among 370,000;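 active = inhibition above the screen-wide mean plus 3 SD, cut at about 13% in these data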;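 also: signal is the Cy5 over europium emission ratio at 671 and 618 nm; 0% = plate median of compound wells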
PRMT1 inh = PRMT1 methyltransferase inhibitors, primary screen, biochemical, fluorescence polarization; inhibition, % at 2.79 µM; hit rate 1.3% among 370,000; recombinant PRMT1, activity-based probe fluorescence polarization; Protein arginine N-methyltransferase 1 (Homo sapiens), Q99873;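 active = inhibition above about 21% made by adding two undisclosed values, limit read from the data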
ABHD4 inh = ABHD4 inhibitors, primary screen, biochemical, fluorescence polarization, mouse; (Lyso)-N-acylphosphatidylethanolamine lipase (Mus musculus), Q8VD66; purified mABHD4, FP-Rh probe fluorescence polarization; inhibition, % at 8.92 µM; hit rate 0.54% among 370,000; AID 720543, 2013;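 active = inhibition exceeding the mean over every tested compound plus 3 SD, cut at about 30% in these data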;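 also: 0% = plate median of compound wells and 100% = S159A mutant with DMSO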
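assay system = mABHD4 protein | compound dosing = single nominal dose of 8.92 µM, 0.89% DMSO final | read-out basis = percent inhibition of probe binding, normalized to plate controls | schedule = Enzyme–compound pre-incubation 45 min, then probe 60 min, both 25 °C | detection = fluorescence polarization, excitation 525 nm, emission 598 nm, BODIPY TMR filters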
TDP2 inh = human TDP2 enzyme inhibitors, primary screen, biochemical, epi absorbance, recombinant enzyme; T5PNP hydrolysis, p-nitrophenol absorbance 415 nm; hit rate 0.34% among 370,000; inhibition, % at 12.8 µM;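 active = inhibition above the mean of all tested compounds plus 3 SD, set per campaign, cut at about 25% in these data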;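 also: 0% = DMSO with enzyme and 100% = buffer with substrate but no TDP2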
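System: recombinant human TDP2 / Amount: 120 nM TDP2 per well / Also added: 5 mM T5PNP chromogenic substrate / Doses: 12.8 µM single point, 1% DMSO / Incubation: 2 h at 37 °C / Detection: p-Nitrophenol epi absorbance / Evaluation: % inhibition relative to enzyme-containing and enzyme-free wells / Repeats: singlicate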
UHRF1 MBD2 ctr = UHRF1 methylated DNA binding inhibitors, primary screen, counter-screen for MBD2 inhibitor project, biochemical, TR-FRET, human UHRF1, single concentration; E3 ubiquitin-protein ligase UHRF1 (Homo sapiens), Q96T88; UHRF1 binding to methylated oligo; inhibition, % at 4.4 µM; hit rate 0.75% among 370,000; in the data active = inhibition above about 21%;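 also: UHRF1 SRA domain binding a hemimethylated CpG hairpin DNA probe; 0% = median of test compound wells and 100% = reference inhibitor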
Target sequence (Q96T88 whole entry, looked up, the tested form may be a part): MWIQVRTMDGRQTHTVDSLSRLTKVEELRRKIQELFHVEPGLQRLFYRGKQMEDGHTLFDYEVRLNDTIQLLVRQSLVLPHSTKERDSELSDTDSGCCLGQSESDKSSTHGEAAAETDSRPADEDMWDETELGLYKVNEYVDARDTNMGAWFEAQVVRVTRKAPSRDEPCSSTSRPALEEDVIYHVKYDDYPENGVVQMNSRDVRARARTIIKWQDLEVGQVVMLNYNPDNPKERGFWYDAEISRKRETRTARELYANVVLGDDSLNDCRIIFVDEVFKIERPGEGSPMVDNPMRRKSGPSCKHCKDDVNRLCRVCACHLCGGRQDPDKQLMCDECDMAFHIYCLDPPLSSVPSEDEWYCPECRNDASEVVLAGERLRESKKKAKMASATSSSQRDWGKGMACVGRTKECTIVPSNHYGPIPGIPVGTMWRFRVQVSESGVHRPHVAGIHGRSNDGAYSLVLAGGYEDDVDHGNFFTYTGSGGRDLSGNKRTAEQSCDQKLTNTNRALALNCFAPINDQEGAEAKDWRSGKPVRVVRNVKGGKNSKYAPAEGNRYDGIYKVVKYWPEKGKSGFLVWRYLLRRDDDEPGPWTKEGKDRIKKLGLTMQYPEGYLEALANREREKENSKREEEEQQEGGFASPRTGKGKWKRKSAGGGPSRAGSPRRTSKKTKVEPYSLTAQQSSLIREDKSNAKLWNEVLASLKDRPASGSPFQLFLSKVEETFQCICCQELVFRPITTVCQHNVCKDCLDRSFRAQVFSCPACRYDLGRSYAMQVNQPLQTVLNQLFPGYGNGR
HTRA1 inh = HTRA1 serine protease inhibitors, primary screen, biochemical, fluorescence polarization, HTS | Q92743 | recombinant HTRA1, FP-rhodamine activity-based probe | inhibition, % at 5.96 µM | hit rate 0.5% among 340,000 | AID 504803, 2011; in the data active = inhibition above about 36%;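 also: 0% = enzyme with DMSO and 100% = wells lacking enzyme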
PG9 Ab binder = binders of HIV-1 gp120 antibody PG9, primary screen, biochemical, TR-FRET | AID 624416, 2012 | hit rate 0.43% among 360,000 | TR-FRET gp120-PG9 antibody binding | inhibition, % at 6.7 µM; in the data active = inhibition above about 8.5%
TCR CD3 inh = inhibitors of human TCR-CD3 interaction, primary screen, biochemical, fluorescence, TAMRA-labeled TCR probe; T-cell receptor (TCR); inhibition, % at 9.4 µM; hit rate 0.37% among 360,000; AID 651800, 2012; in the data active = inhibition above about 19%;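 also: recombinant mutant TCR 2C K166C tagged with TAMRA read by polarization; 0% = receptor in buffer alone and 100% = receptor with positive control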
Tn7 DDE FP = inhibitors of Tn7 peptide binding to fibrin DD(E), primary screen, biochemical, fluorescence polarization, human fibrin, Tn7 probe | Fibrinogen beta chain (Homo sapiens), P02675 | FP displacement of FITC-Tn7 peptide from fibrin DD(E); 0% = median of compound wells per plate | inhibition, % at 8.3 µM | hit rate 0.13% among 370,000;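 active = inhibition above the mean of compounds falling within the control limits plus 3 SD of them, cut at about 14% in these data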;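 also: 0% = plate median of compound wells and 100% = 10 µM Aha-Tn7 peptide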
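Assay system: Fibrin-DD(E) protein isolated from polymerized human fibrin clots; read-out basis: percent inhibition; medium: Tris/NaCl/CaCl2 buffer, pH 7.8; signal: FP measurement; incubation: 10 min plus 3 h, room temperature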
Numbers without * were called inactive; . = no result given.

SMILES | SIAE inh | LEDGF integ inh | PRMT1 inh | ABHD4 inh | TDP2 inh | UHRF1 MBD2 ctr | HTRA1 inh | PG9 Ab binder | TCR CD3 inh | Tn7 DDE FP
CC(=O)Nc1cccc(C(=O)NC(C)c2ccc(S(N)(=O)=O)cc2)c1 (configuration not stated) | -3 | 0 | 4 | -10 | -14 | 8 | 0 | 1.2 | -3 | -5
CC1=CC(C)(C)N(C(=O)CSc2nnc(-c3ccc(C)cc3)o2)c2ccc(C)cc21 | 0 | 1 | 3 | -3 | 2 | 1 | -45 | 1.5 | -2 | -3
Cc1ccc(NC(=O)NC(=O)N(C(C)C)S(C)(=O)=O)nc1 | 2 | -1 | 2 | 2 | 10 | -2 | -1 | -1.5 | 1 | -2
Cc1cc(O)c(C(C)C)cc1NC(=O)Cn1nc(C)c2ccccc2c1=O | 2 | -1 | 1 | 4 | 5 | 3 | -16 | 0.1 | -5 | 2
CC1CN(C(=O)COC(=O)CSc2ccc(C(N)=O)cc2[N+](=O)[O-])CC(C)O1 (configuration not stated) | 7 | -5 | 10 | 8 | -11 | 4 | 0 | 1.0 | -4 | -4
Cc1nn(C)cc1/C=N/NC(=O)Cn1nnc(N)n1 | 4 | 3 | -4 | 4 | 2 | -1 | 4 | -1.0 | 3 | 1
O=C(Nc1ccc(Oc2ccccc2)cc1)N[C@@H](Cc1ccccc1)C(=O)O | -1 | 4 | 5 | -2 | -2 | 2 | 4 | 2.9 | -3 | 6
CCc1ccc(S(=O)(=O)Nc2cc(SCC(=O)O)c(O)c3ccccc23)cc1 | 7 | 6 | 77* | 31* | 51* | -3 | 30 | 2.1 | 0 | 4
CCOC(=O)CNC(=O)Cn1cnc2sc(C)c(S(=O)(=O)N3CCOCC3)c2c1=O | 2 | -1 | 0 | 1 | 3 | 0 | -2 | -2.0 | -1 | 10
CC(Nc1ccccc1)C(=O)Nc1ccc(F)cc1 (configuration not stated) | 1 | -2 | 0 | 0 | -6 | 3 | 6 | -0.2 | -2 | -11
Cc1nc(-c2ccccc2)ccc1C(=O)O | 4 | -4 | 5 | 5 | -9 | 0 | 6 | 0.1 | -1 | 1
Cc1ccc(C)c(NC(=O)CCC(=O)N/N=C/c2ccc[nH]2)c1 | -2 | 1 | 7 | 1 | 4 | -4 | 10 | -4.1 | 5 | -3
COc1cc(C(=O)NCCSc2ccc(Cl)cc2)cc(OC)c1OC | 1 | -4 | 3 | 3 | -5 | 2 | -6 | -1.3 | -3 | -3
O=CNc1ccc(S(=O)(=O)NCc2ccccc2)cc1 | 0 | -3 | 1 | -3 | -5 | 2 | 1 | 0.4 | -7 | 2
CCc1ccccc1OCC(=O)Nc1nc(-c2cccnc2)cs1 | -4 | 10 | -7 | -24 | -16 | -3 | -2 | -0.3 | 3 | -9
O=C(Cc1ccccc1)c1ccc(N2CCOCC2)cc1 | -1 | 7 | 0 | -6 | -16 | 2 | 0 | 0.1 | 3 | -2
CC(C)CCNC(=O)CN(C)S(=O)(=O)c1cccc2nsnc12 | -6 | -3 | 0 | -2 | -13 | -1 | 2 | 0.7 | 3 | -3
COc1ccc(C2c3ccc(O)cc3Oc3ncn(CCN4CCOCC4)c(=N)c32)cc1 (configuration not stated) | 4 | -6 | 6 | -2 | -3 | 1 | 7 | 0.7 | -2 | 0
CCC(=O)NCCc1nc2cc(NC(=O)c3ccco3)ccc2n1C | -3 | -2 | 1 | 3 | 13 | -4 | -2 | -0.1 | 7 | 6
O=c1c2cc(NC(=S)NC3CCCC3)ccc2nc2n1CCCCC2 | -5 | -1 | 0 | -6 | 8 | -1 | -4 | 0.7 | 4 | 2
Cc1ccc2c(COC(=O)C3CSC4(C)CCC(=O)N34)cc(=O)oc2c1C (configuration not stated) | -1 | -3 | 3 | 6 | -11 | -1 | -3 | 0.6 | -8 | -1
O=C(NCCCN1CCOCC1)c1ccc2nc(Cc3ccccc3F)oc2c1 | -2 | 1 | -1 | 5 | -1 | -4 | 0 | -0.4 | 4 | 4
Cc1ccc(S(=O)(=O)/N=C(\N)Nc2nc(C)c3cc(C)ccc3n2)cc1 | -1 | -3 | -2 | 5 | 2 | -1 | -55 | -1.1 | 7 | 4
Cc1ccc(NC(=O)Cn2nc(C(=O)O)c3ccccc3c2=O)cc1S(=O)(=O)N1CCCCCC1 | -18 | 0 | 1 | -4 | 12 | 0 | 1 | 0.4 | 4 | -3
Cn1c(CN2CCCC2)nc2cc(NC(=O)c3cccs3)ccc21 | 0 | 0 | -1 | 7 | -3 | 3 | -4 | 1.6 | 6 | -3

Look-ups from the list:
CC(=O)Nc1cccc(C(=O)NC(C)c2ccc(S(N)(=O)=O)cc2)c1 (configuration not stated) – TDP2 inh = -14
Cc1ccc(C)c(NC(=O)CCC(=O)N/N=C/c2ccc[nH]2)c1 – TDP2 inh = 4
Cc1ccc(NC(=O)NC(=O)N(C(C)C)S(C)(=O)=O)nc1 – PG9 Ab binder = -1.5
CC(C)CCNC(=O)CN(C)S(=O)(=O)c1cccc2nsnc12 – SIAE inh = -6
COc1ccc(C2c3ccc(O)cc3Oc3ncn(CCN4CCOCC4)c(=N)c32)cc1 (configuration not stated) – Tn7 DDE FP = 0

Other entries follow.
SMILES | SIAE inh | LEDGF integ inh | PRMT1 inh | ABHD4 inh | TDP2 inh | UHRF1 MBD2 ctr | HTRA1 inh | PG9 Ab binder | TCR CD3 inh | Tn7 DDE FP
Cc1ccccc1Nc1nc(Cl)nc(NC(C)(C)C)n1 | -6 | -4 | 1 | 0 | 2 | 1 | -3 | -0.1 | -2 | 2
CC(CCc1ccccc1)OS(N)(=O)=O (configuration not stated) | -3 | 0 | -2 | 0 | 3 | -2 | 0 | -1.0 | 7 | -1
COc1ccc(-c2cc(C(=O)NCc3ccco3)c3ccccc3n2)cc1OC | -3 | 1 | -3 | -6 | 16 | -3 | -10 | 0.6 | 5 | -2
Cc1ccc(Cl)c2c1NC(=O)C2(O)CC(=O)c1ccc(F)cc1 (configuration not stated) | 2 | 1 | 0 | 2 | 1 | 3 | -2 | -1.2 | 5 | 3
O=C(Cc1ccc(Br)cc1)Nc1cccc(Cl)c1 | -4 | -1 | 3 | -23 | 7 | 2 | . | 0.7 | -3 | -3
O=C(NCc1ccco1)c1ccc(Cn2c(=O)c3ccccc3n(Cc3cccc(Cl)c3)c2=O)cc1 | -36 | 2 | -1 | -6 | -2 | 1 | -16 | 2.7 | -2 | -1
COc1cc(C(=O)NCc2nnc(SCC(=O)Nc3nccs3)o2)cc(OC)c1OC | 0 | 2 | 1 | 1 | -3 | 3 | 2 | -2.2 | -7 | -1
O=C(c1ccc([N+](=O)[O-])cc1)N(c1ccccn1)c1ccccn1 | -2 | -3 | 2 | 1 | 6 | 0 | 6 | -1.3 | -6 | -5
O=C(NCc1ccco1)c1ccc2c(=O)n(-c3ccccc3)c(=O)n(Cc3cccc(F)c3)c2c1 | -9 | -2 | 1 | -6 | 3 | -3 | -12 | 0.8 | 2 | 2
CCCC(=O)Nc1cc(-c2nn(C)c(=O)c3ccccc23)ccc1N1CCCCC1 | -5 | 1 | -4 | 3 | 6 | 0 | 3 | 0.0 | 3 | 3
Cc1n[nH]c(C)c1CCCCOc1ccccc1[N+](=O)[O-] | 3 | 6 | 1 | -2 | 4 | 1 | -2 | -0.4 | 0 | -1
OCC[C@@H]1C[C@H](O)[C@@H](O)[C@]2(OCc3ccccc32)O1 | 1 | 1 | 0 | 13 | 4 | 14 | -8 | -1.1 | -3 | 0
COc1cc(C(=O)OCC(=O)c2cc(C)n(C)c2C)cc(OC)c1OC | -2 | 2 | -2 | 4 | -1 | 2 | 3 | -2.2 | 4 | -4
O=C(CN1C(=O)C2CCCCC2C1=O)Nc1nc(-c2ccc(F)cc2)cs1 (configuration not stated) | -6 | 0 | -7 | -11 | 1 | -3 | -13 | -2.1 | 10 | -10
CSCCC(NC(=O)C1CCC(C)CC1)C(=O)NCc1ccco1 (configuration not stated) | -1 | 2 | -1 | 5 | -4 | -1 | -2 | -0.8 | 4 | -8
CCC[C@H]1[C@@H](NC(=O)C2CCOC2)CC[C@@]23CCCN2C(=O)CCC[C@@H]13 (some centres not stated) | -3 | -1 | 0 | -3 | 1 | 0 | . | . | . | -1
CC(OC(=O)c1ccncc1)C(=O)NC1CCCC1 (configuration not stated) | 6 | -1 | 3 | 0 | 8 | 1 | 3 | -0.3 | 0 | 0
CCCOc1ccc(Cn2cnc3ccccc32)cc1 | 1 | 0 | -4 | -6 | -4 | 1 | -14 | 0.2 | -6 | 3

Fetched one by one from the list above (5):
SMILES | SIAE inh | LEDGF integ inh | PRMT1 inh | ABHD4 inh | TDP2 inh | UHRF1 MBD2 ctr | HTRA1 inh | PG9 Ab binder | TCR CD3 inh | Tn7 DDE FP
CC(Nc1ccccc1)C(=O)Nc1ccc(F)cc1 (configuration not stated) | 1 | -2 | 0 | 0 | -6 | 3 | 6 | -0.2 | -2 | -11
O=C(Cc1ccc(Br)cc1)Nc1cccc(Cl)c1 | -4 | -1 | 3 | -23 | 7 | 2 | . | 0.7 | -3 | -3
COc1ccc(C2c3ccc(O)cc3Oc3ncn(CCN4CCOCC4)c(=N)c32)cc1 (configuration not stated) | 4 | -6 | 6 | -2 | -3 | 1 | 7 | 0.7 | -2 | 0
COc1cc(C(=O)NCc2nnc(SCC(=O)Nc3nccs3)o2)cc(OC)c1OC | 0 | 2 | 1 | 1 | -3 | 3 | 2 | -2.2 | -7 | -1
Cc1ccc(NC(=O)Cn2nc(C(=O)O)c3ccccc3c2=O)cc1S(=O)(=O)N1CCCCCC1 | -18 | 0 | 1 | -4 | 12 | 0 | 1 | 0.4 | 4 | -3

Bioassay records: PubChem, The Scripps Research Institute Molecular Screening Center
